Yeast growth tox = Compounds toxic to wild-type S. cerevisiae growth. A595 turbidity, 16 h. growth inhibition, % at 25 µM (by protocol). hit rate 0.3% among 30,000;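 active = mutant and wild-type yeast strains alike exhibit over 30% growth inhibition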;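 note: 0% = untreated cell controls and 100% = YPD media blanks without cells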
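Test system: Wild-type and eIF2Bepsilon-R284H mutant S. cerevisiae, screened separately | Dosing: Single 25 µM compound dose in 0.2% DMSO | Schedule: 16 h compound exposure during growth at 30 °C | Detection: A595 turbidity | Evaluation: Growth inhibition (%) versus cell controls and blanks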
eIF2B yeast act = modulators of yeast eIF2B activity; S. cerevisiae eIF2B-epsilon R284H, GCN4-lacZ luminescence; inhibition, % at 25 µM (by protocol); hit rate 0.91% among 27,000; AID 688;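 active = mutant luminescence inhibited past about 50% while wild type luminescence and mutant growth stay under set limits, limit read from the data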; note: some compounds called inactive have numbers as strong as hits
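Assay system: yeast eIF2B-epsilon R284H mutant carrying GCN4–beta-galactosidase fusion / Buffer or medium: YPD / Incubation: 16 h growth with compound at 30 °C, 90 min Beta-Glo step / Detection: Beta-Glo luminescence after Z-buffer lysis, growth by 595 nm absorbance / Read-out: % inhibition of reporter signal and growth versus controls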
Yeast growth tox inhibition % = also measured in Yeast growth tox; calls as there; growth inhibition, %; S. cerevisiae eIF2Bepsilon-R284H mutant growth, A595 turbidity, 16 h;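 each compound tested once at 25 µM; 0% equals untreated cells and 100% equals cell-free medium blanks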
eIF2B yeast act mutant toxicity = further read-out of eIF2B yeast act, marked with its call; growth inhibition, %; measured here: mutant yeast growth, toxicity;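 each compound tested once at 25 µM; zero equals untreated control growth and 100 equals blank medium absorbance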
The depositor's hits bear a star; x = not tested or not shown.

item	SMILES	Yeast growth tox	Yeast growth tox inhibition %	eIF2B yeast act	eIF2B yeast act mutant toxicity
1	N#CC1=C2Sc3ccccc3N2CCCC1=O	1	21	48	21
2	CCOc1ccc(-c2nc(CSCC(=O)NC3CCCc4ccccc43)c(C)o2)cc1 (stereo not drawn)	4	16	19	16
3	COc1cccc(CNC(=O)CCS(=O)(=O)c2cccc3nonc23)c1	12	15	-1	15
4	CCCCN(CC)CCCNC(=O)CC1Oc2ccccc2NC1=O (stereo not drawn)	29	-11	3	-11
5	O=C1COc2ccc(C(=O)CSc3nnc(Cc4cccs4)n3-c3ccc(Cl)cc3)cc2N1	-17	-14	10	-14
6	CCN(CC)CCCN1C(=O)C(=O)/C(=C(/O)c2ccc3c(c2)OCCO3)C1c1ccc(C)o1 (stereo not drawn)	4	6	16	6
7	O=C(CSc1nnc(-c2ccncc2)n1C1CCCCC1)Nc1ccccc1	24	0	15	x
8	CC(=O)c1cc(F)c(N2CCN(C(=O)c3ccco3)CC2)cc1C	-11	0	25	x
9	Nc1nc(SCc2ccc(Cl)cc2)[nH]c(=O)c1-c1ccccc1	-2	-4	43	-4
10	CCOC(=O)CC(=O)CSc1ncnc2c1cnn2-c1ccccc1	23	-30	0	-30
11	Cc1cccn2c(=O)c(C=NCc3ccccc3)c(NCCO)nc12	5	14	8	14
12	CCc1cc(C(=O)OC)c(N2C(=O)C3C4C=CC(C4)C3C2=O)s1 (stereo not drawn)	6	-33	26	-33

Nothing new here: 7 of the compounds above.
item	SMILES	Yeast growth tox	Yeast growth tox inhibition %	eIF2B yeast act	eIF2B yeast act mutant toxicity
4	CCCCN(CC)CCCNC(=O)CC1Oc2ccccc2NC1=O (stereo not drawn)	29	-11	3	-11
5	O=C1COc2ccc(C(=O)CSc3nnc(Cc4cccs4)n3-c3ccc(Cl)cc3)cc2N1	-17	-14	10	-14
6	CCN(CC)CCCN1C(=O)C(=O)/C(=C(/O)c2ccc3c(c2)OCCO3)C1c1ccc(C)o1 (stereo not drawn)	4	6	16	6
7	O=C(CSc1nnc(-c2ccncc2)n1C1CCCCC1)Nc1ccccc1	24	0	15	x
8	CC(=O)c1cc(F)c(N2CCN(C(=O)c3ccco3)CC2)cc1C	-11	0	25	x
9	Nc1nc(SCc2ccc(Cl)cc2)[nH]c(=O)c1-c1ccccc1	-2	-4	43	-4
10	CCOC(=O)CC(=O)CSc1ncnc2c1cnn2-c1ccccc1	23	-30	0	-30

The list goes on:
item	SMILES	Yeast growth tox	Yeast growth tox inhibition %	eIF2B yeast act	eIF2B yeast act mutant toxicity
13	CCCC[N+](C)(C)CCC(=O)NC(C)(C)CS(=O)(=O)[O-]	1	-19	20	-19
14	Nc1ncnc2c1CCC2	10	10	x	x
15	CC(=O)Nc1ccc2c(c1)OCCO2	16	3	x	x
16	CC(C)OC(=O)CSc1nnc(-c2cnccn2)n1Cc1ccco1	17	-10	2	-10
17	COc1ccc(NS(=O)(=O)c2ccc(C)c(C(=O)O)c2)cc1	-4	18	17	18
18	O=C(NCc1ccccn1)Nc1ccc(Cl)c(Cl)c1	1	0	-6	x
19	COc1ccccc1C(=O)N(Cc1cccs1)C1CCS(=O)(=O)C1 (stereo not drawn)	22	15	0	15
20	CCOc1ccc(C2=Nn3c(nnc3-c3ccco3)SC2)cc1	1	-5	2	-5
21	CC(C)OC(=O)CSc1nnc(Cc2ccccc2)n1CC1CCCO1 (stereo not drawn)	3	0	x	x
22	Cn1c(SCc2nc(-c3ccc(Cl)cc3)no2)nnc1-c1ccccc1	7	-1	x	x
23	O=C(Nc1c(Cl)cc(Cl)cc1C(=O)NCCN1CCOCC1)c1ccc(Cl)cc1Cl	40	-7	13	-7
24	CCCNC(=O)COc1ccc(S(=O)(=O)Nc2ccc(C)cc2)cc1	6	13	13	13

Other compounds follow:
item	SMILES	Yeast growth tox	Yeast growth tox inhibition %	eIF2B yeast act	eIF2B yeast act mutant toxicity
25	COc1ccccc1OCC(=O)Nc1ccc(Cl)cc1	9	26	15	26
26	CCOc1ccc(N2CC(=O)Nc3ccccc3NCC2=O)cc1	39	0	-4	x
27	N#CC1=C(N)Oc2n[nH]c(-c3cccs3)c2C1c1ccoc1 (stereo not drawn)	13	0	-5	x
28	COc1cc(C(=O)OC(C)C(=O)N2CCc3ccccc3C2)ccc1OCC(=O)N1CCOCC1 (stereo not drawn)	7	7	9	7
29	NC(=O)C1CCCN(S(=O)(=O)c2ccc(Br)cc2)C1 (stereo not drawn)	-12	-11	28	-11
30	CC12CC(NC(=O)N1c1ccc(C(=O)N3CCN(c4ccccn4)CC3)cc1)c1ccccc1O2 (stereo not drawn)	15	17	-12	17
31	COc1ccc(C)cc1S(=O)(=O)N(C)CC(=O)N1CCCCC1	13	0	1	x
32	COc1ccc(/C(N)=N/OC(=O)CSc2ccccc2)cc1OC	21	10	-2	10
33	Cc1ccc(C(=O)CSc2nc3ccccc3o2)cc1	11	22	11	22
34	Cc1c(N2C(=O)c3ccc4c5c(ccc(c35)C2=O)CC4)c(=O)n(-c2ccccc2)n1C	-9	-33	22	-33
35	CCC(=O)c1ccc(OCC(O)CN2CC(C)OC(C)C2)cc1 (stereo not drawn)	21	5	-8	5
36	CCn1c(=O)n(CC(=O)Nc2cc(OC)c(OC)c(OC)c2)c(=O)c2ccccc21	1	0	x	x

Next part
item	SMILES	Yeast growth tox	Yeast growth tox inhibition %	eIF2B yeast act	eIF2B yeast act mutant toxicity
37	CCOC(=O)c1c(CN2CCOCC2)oc2ccc(OC)cc12	13	15	22	15
38	Cn1c(-c2ccc3c(c2)OCO3)cnc1NCc1ccccc1	24	-19	16	-19
39	COc1ccc(S(=O)(=O)N(CCCN2CCOCC2)Cc2cccc(OC)c2OC)cc1	-4	-20	16	-20
40	CC(c1ccccc1)N1CCn2c(nc3cc(NC(=O)c4cccs4)ccc32)C1 (stereo not drawn)	12	-10	-7	-10
41	CCn1c(=O)cc(OCC(=O)Nc2cccc(C)n2)c2ccccc21	0	5	13	5
42	Cc1nc2cc(NC(=O)N3c4ccccc4CC3C)ccc2n1C (stereo not drawn)	17	19	14	19
43	Cc1ccc(S(=O)(=O)O)c(C)c1N1CCCC1=O	4	4	13	4
44	O=S(=O)(c1ccc(N2CCC(c3ccc(Cl)cc3)=N2)cc1)N(CCO)CCO	-11	7	19	7
45	Cc1noc(C)c1COC(=O)Cc1ccc(Cl)c(Cl)c1	17	-14	0	-14
46	COc1cccc(N2CC(C(=O)Nc3c(C)cccc3C)CC2=O)c1 (stereo not drawn)	-11	-17	29	-17
47	CCN1CCCC1CNC(=O)Cn1cnc2ccc(S(=O)(=O)N3CCC(C)CC3)cc2c1=O (stereo not drawn)	3	-14	-5	-14
48	COc1ccc2[nH]c(=O)c(CN(C)C(=O)C3CCCCC3)cc2c1	-2	-15	-12	-15

(further entries)
item	SMILES	Yeast growth tox	Yeast growth tox inhibition %	eIF2B yeast act	eIF2B yeast act mutant toxicity
49	Cc1c(F)cccc1NC(=O)CSCC(=O)Nc1ccccc1	15	10	x	x
50	CC(C)c1ccc(NS(=O)(=O)c2ccc3[nH]cc(C(=O)N4CCC(C(N)=O)CC4)c(=O)c3c2)cc1	-1	0	17	x
51	O=C(O)c1cccc(N2C(=O)CCC2=O)c1	-2	16	-4	16
52	Cc1ccc(C(=O)Nc2ncc(Cc3ccc(F)cc3)s2)o1	13	-19	20	-19
53	CCCCCCc1nnc(NC(=O)OCC)s1	27	4	22	4
54	O=C(NC1=NCCS1)c1csc2ccccc12	10	-18	17	-18
55	O=C(NCC(c1cccs1)N1CCOCC1)c1ccc(Br)o1 (stereo not drawn)	10	-5	5	-5
56	COc1cccc2[nH]c3c(N4CCN(Cc5ccc6c(c5)OCO6)CC4)ncnc3c12	5	7	-4	7
57	Nc1ccc2oc(-c3cccc4ccccc34)nc2c1	2	5	31	5
58	CCc1ccccc1N1CC(C(=O)O)CC1=O (stereo not drawn)	-8	4	49	4
59	Cc1ccc(-n2c(=O)c(C#N)cc3c(=O)n4cccc(C)c4nc32)cc1	0	2	x	x
60	O=C(Nc1ccc(-c2nc3ccccc3o2)cc1)c1cc(-n2cnnc2)ccc1Cl	5	-10	14	-10

The list continues:
item	SMILES	Yeast growth tox	Yeast growth tox inhibition %	eIF2B yeast act	eIF2B yeast act mutant toxicity
61	CN(C(=O)c1cccs1)c1ccccc1C(=O)O	9	18	16	18
62	O=C(COc1ccccc1Cl)Nn1cnnc1	2	-8	14	-8
63	COc1ccc(C2/C(=C(/O)c3ccc(C)cc3)C(=O)C(=O)N2C)cc1 (stereo not drawn)	-5	12	-30	12
64	O=C1C2CC=CCC2C(=O)N1c1ncn[nH]1 (stereo not drawn)	0	26	32	26
65	CCCN(CCC(=O)Nc1ccccc1F)CC1CC1	11	7	18	7
66	CCCc1nnc(SCC(=O)N2CCCCC2C)n1CC (stereo not drawn)	12	14	-4	14
67	O=C(NCc1ccco1)c1cccc2c1C(=O)N(C1CCCCC1)C2	-10	0	10	x
68	CC1(C)CC(=O)C2=C(C1)OC(N)=C(C#N)C2C1C=CCCC1 (stereo not drawn)	10	17	14	17
69	CCC1CC2(C)NC(=O)c3c(sc4c3CC(C)(C)OC4)N2C1=O (stereo not drawn)	-19	4	-7	4
70	CC(=O)Nc1cc2c(cc1C(=O)c1ccc(C)cc1)OCCO2	19	4	-12	4
71	COc1ccc(-n2nnnc2SCC(=O)N2C(C)CCCC2C)c(OC)c1 (stereo not drawn)	9	-15	5	-15
72	N#CCCNCC1(c2ccccc2)CCCC1	x	x	-25	x

(further entries)
item	SMILES	Yeast growth tox	Yeast growth tox inhibition %	eIF2B yeast act	eIF2B yeast act mutant toxicity
73	CC(C)c1ccc(/C=N/n2nnnc2Nc2ccccc2)cc1	13	16	23	16
74	Cc1c(C2N3CC4(C)CN2CC(C)(C3)C4=O)c2ccccc2n1C (stereo not drawn)	4	8	4	8
75	O=C(CSCc1ccc(Cl)cc1)Nc1ccc2c(c1)OCO2	2	9	29	9
76	Cc1cc2[nH]c(=O)c3ccccc3n2n1	-5	0	-19	x
77	C/C(N)=C(/C#N)C(=O)CSc1n[nH]c(-c2ccccc2Br)n1	10	12	24	12
78	CCOCc1nc(C)c(Cl)c(NS(=O)(=O)c2ccc(N)cc2)n1	-1	-11	x	x
79	CCOC(=O)c1ccc(N2C(=O)CC(N3CCC(Nc4ccc(F)cc4)CC3)C2=O)cc1 (stereo not drawn)	-2	24	x	x
80	O=C(c1nc(-c2ccccc2)n(-c2ccccc2)n1)N1CCCCCC1	7	-8	20	-8
81	O=C(c1nn(Cc2ccccc2)c(=O)c2ccccc12)N1CCc2ccccc2C1	1	-19	8	-19
82	COc1ccc(CCNc2nnc(C)c(=O)[nH]2)cc1OC	17	9	-21	9
83	COc1ccc2[nH]c(C)c(C(=O)CN3CCOCC3)c2c1	4	11	13	11
84	CCn1c(-c2cccs2)nc2ccccc21	12	4	38	4

Next part:
item	SMILES	Yeast growth tox	Yeast growth tox inhibition %	eIF2B yeast act	eIF2B yeast act mutant toxicity
85	Cc1ccc(NC(=O)CN(c2ccc(C)cc2)S(=O)(=O)c2cccc3nonc23)cc1	7	0	-9	x
86	COc1ccc(C2c3sc(=O)[nH]c3SC3C4CCC(C4)C23)cc1 (stereo not drawn)	1	4	-61	4
87	O=C(C(c1ccccc1)c1ccccc1)N1CCN(CC(O)COc2ccccc2)CC1 (stereo not drawn)	20	7	23	7
88	Cn1ncc2c1ncn1nc(CCc3ccccc3)nc21	x	x	8	x
89	Cc1noc(NS(=O)(=O)c2ccc(NC(=O)CCC3CCCCC3)cc2)c1C	21	-3	-8	-3
90	CC(C)Oc1ccc(/C(O)=C2/C(=O)C(=O)N(CCN(C)C)C2c2ccco2)cc1 (stereo not drawn)	7	9	5	9
91	CC1CCCC(C)N1NC(=O)c1ccc(Cl)c(S(N)(=O)=O)c1 (stereo not drawn)	2	13	x	x
92	Cc1cc(NCCCN2CCOCC2)n2nc(C)c(-c3ccc(F)cc3)c2n1	-8	21	-25	21

Complete entries from above:
Cc1cc(NCCCN2CCOCC2)n2nc(C)c(-c3ccc(F)cc3)c2n1 across the screens: Yeast growth tox: -8; Yeast growth tox inhibition %: 21; eIF2B yeast act: -25; eIF2B yeast act mutant toxicity: 21
O=C(C(c1ccccc1)c1ccccc1)N1CCN(CC(O)COc2ccccc2)CC1 (stereo not drawn) across the screens: Yeast growth tox: 20; Yeast growth tox inhibition %: 7; eIF2B yeast act: 23; eIF2B yeast act mutant toxicity: 7

Source: PubChem BioAssay

This is a subset; count on the stated rates, not on these rows.
